DUSP3 inh: VHR1 phosphatase inhibitors, primary screen, biochemical, colorimetric, HTS. recombinant VHR phosphatase, colorimetric substrate read-out. actives 0.7% (n = 50,000). inhibition, % at 20 µM. AID 1992, 2009. Dual specificity protein phosphatase 3 (Homo sapiens), P51452; in the data active = inhibition above about 60%; also: some results filed as inactive read as strong as hits
Target sequence (P51452 whole entry, looked up): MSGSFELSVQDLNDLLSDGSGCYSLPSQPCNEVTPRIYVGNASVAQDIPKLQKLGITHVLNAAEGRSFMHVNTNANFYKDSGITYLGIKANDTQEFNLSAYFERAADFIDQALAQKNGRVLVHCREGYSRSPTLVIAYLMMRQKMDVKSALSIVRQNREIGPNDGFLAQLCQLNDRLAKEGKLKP
Numbers without * were called inactive. Not all compounds are listed, so the mix of outcomes need not match the whole.

SMILES	DUSP3 inh
CCOC(=O)COc1ccc(/C=C2\C(=O)NC(=O)N(c3ccc(C)cc3)C2=O)cc1OC	-2
OC(COc1ccccc1)CN1CCCCCC1 (centres undefined)	-8
O=C(CN1C(=O)/C(=C/c2cccc(Br)c2)SC1=S)Nc1cccc(C(=O)O)c1	20
Cc1cccc(/C(N)=N/OC(=O)c2ccc(C)c([N+](=O)[O-])c2)c1	-11
O=C1CSC2(C(=O)Nc3ccccc32)N1c1ccc(Cl)c(Cl)c1 (centres undefined)	-18
O=C(N/N=C\c1ccccc1C(F)(F)F)c1ccc(=O)[nH]n1	8
O=C1NC(=S)S/C1=C/c1ccc(OCc2ccc(F)cc2)c(Br)c1	14
O=C1C2C(c3ccc([N+](=O)[O-])cc3)OC3(C(=O)c4ccccc4C3=O)C2C(=O)N1c1ccc(Cl)cc1 (centres undefined)	-12
O=C1/C(=C\c2ccc(-c3ccc([N+](=O)[O-])cc3)o2)SC(=S)N1c1ccc(O)cc1	59
CC(=O)NS(=O)(=O)c1ccc(NC(=O)CCC2CCCC2)cc1	-32
Cc1ccc(CNC(=O)C(=O)NCC(C)C)cc1	4
CC(=O)Oc1ccc(C(=O)N2c3ccccc3Sc3ccccc32)cc1	-9
Cc1cc(OCC(=O)Nc2cccc(Cl)c2)cc(C)c1Cl	0
CC(C)OC(=O)C1C(=O)CC(C)(O)C(C(=O)OC(C)C)C1c1cccnc1 (centres undefined)	-36
CC(=O)c1c(O)c(C(C)(C)C)cc(C(C)(C)C)c1O	-23
COc1ccc(N2C(=O)C=CC2=O)c([N+](=O)[O-])c1	59*
CCc1cccc(NC(=O)Cc2ccccc2)c1	-6
O=C(CN(c1cccc(Cl)c1)S(=O)(=O)c1ccccc1)Nc1ccc2ccccc2c1	-24
CSc1cccc(NCc2ccc([N+](=O)[O-])cc2)c1	16
CCOc1ccc2nc(CCC(=O)O)[nH]c2c1	-3
Cc1cc2ncn(CC(O)COc3cccc(Cl)c3)c2cc1C (centres undefined)	4
Cc1ccc(S(=O)(=O)/N=C(/Nc2ccc([N+](=O)[O-])cc2)c2ccccc2)cc1	-3
COc1ccc([N+](=O)[O-])cc1-c1ccc(C(=O)O)o1	-9
CSc1ccc(/C=N/NC(=O)COc2cccc(C)c2)cc1	-5
CC1C(C(=O)N(C=O)NC(=O)c2ccc(Cl)cc2)C2C=CC1C21CC1 (centres undefined)	-8
The list goes on:
SMILES	DUSP3 inh
COc1ccccc1N1C(=O)CC(Nc2ccc(C)cc2)C1=O (centres undefined)	-26
CC(=O)CC(=O)NC(C)c1ccccc1 (centres undefined)	1
CCOC(=O)CCC(=O)Nc1cc(-c2ccc(F)cc2)[nH]n1	-16
O=C(NCc1cccs1)c1cc2nc(-c3ccc([N+](=O)[O-])cc3)cc(C(F)(F)F)n2n1	-3
O=C1CC(N2CCN(c3ccc([N+](=O)[O-])cc3)CC2)C(=O)N1c1ccc(Br)cc1 (centres undefined)	-35
NC(=O)c1cccc(N=Cc2ccc(C=Nc3cccc(C(N)=O)c3)cc2)c1	9
CN(C)CCOC(=O)CN1C(=O)S/C(=C/c2ccc(Br)cc2)C1=O	23
COC(=O)c1sccc1NC(=O)c1ccc(Cl)cc1Cl	-5
COc1cc2c(cc1OC)C(NNC(N)=O)=NC(C)(C)C2	-21
Cc1ccc(SCCc2nnc(N)s2)cc1	18
N[n+]1cnn(CC(=O)c2ccccc2Br)c1	-19
O=P(Cc1cccc[n+]1[O-])(c1ccccc1)c1ccccc1	4
O=C(Cc1cccc2ccccc12)N/N=C/c1cccc(Br)c1	-50
COc1ccc(OC)c(NC(=O)c2cccc(Cl)c2Cl)c1	-8
Cc1cc2c(cc1C)NC(c1ccc([N+](=O)[O-])o1)C1=C(CC(C)(C)CC1=O)N2 (centres undefined)	-12
Cc1onc(-c2ccccc2Cl)c1C(=O)N1CCCCCC1	-1
COc1ccccc1C(=O)Nc1c(F)c(F)c(F)c(F)c1F	10
Cc1c(NC(=S)NCCc2ccccc2)c(=O)n(-c2ccccc2)n1C	-29
Cc1ccc(S(=O)(=O)N(c2ccccc2)C2C=CS(=O)(=O)C2)cc1 (centres undefined)	-7
O=C1CCCC(O)=C1C=NCc1cccnc1	3
CC(=O)CCc1oc2ccc([N+](=O)[O-])cc2c1-c1ccc(C)o1	2
Nc1nonc1/C(=N/O)N1CCN(c2ccc(C(F)(F)F)cc2[N+](=O)[O-])CC1	8
CCCC(=NC(C)C)C1=C(O)CC(C)(C)CC1=O	4
Cc1cc2nn(-c3ccccc3)nc2cc1NC(=O)/C=C/c1ccccc1	-8
COc1ccc(C(=O)Nc2ccc(S(=O)(=O)N3CCc4ccccc43)cc2)cc1	15
Next section.
SMILES	DUSP3 inh
O=C(Nc1ccccc1)c1cc(S(=O)(=O)N2CCOCC2)ccc1Cl	13
Cc1cc(=O)oc2cc(OCC(=O)c3ccc(F)cc3)ccc12	-14
COc1ccc(-n2c(=O)c3c4c(sc3n3c(SCc5ccccc5)nnc23)CCC4)cc1	-14
CCOc1ccccc1NC(=O)c1ccc(N(C)S(=O)(=O)c2ccccc2)cc1	-27
COc1cccc(C(c2c(O)c3ccccc3oc2=O)c2c(O)c3ccccc3oc2=O)c1	8
O=C(NC(NC(=S)Nc1ccc(Cl)c(Cl)c1)C(Cl)(Cl)Cl)c1cccc([N+](=O)[O-])c1 (centres undefined)	33
Cc1sc(NC(=O)c2ccccc2[N+](=O)[O-])nc1-c1ccccc1	-8
CC1=NN(C(=O)Cc2ccccc2)C(O)(c2ccc(Br)cc2)C1 (centres undefined)	-4
COc1ccc(Cl)cc1C(=O)N(C(C)C)C(C)C	-5
CCN(CC)c1ccc(N=Cc2ccc(OC)c3ccccc23)cc1	-6
Cc1cc(OC(C)C(=O)O)c2c3c(c(=O)oc2c1)CCC3 (centres undefined)	-17
Cc1ccc(C(=O)n2cnc3ccccc32)o1	-19
COc1ccc(/C=C/C(=O)Nc2nc3ccccc3s2)cc1S(=O)(=O)N1CCCCC1	12
O=C1N=c2ccc([N+](=O)[O-])cc2=C1c1sc(=Nc2ccccc2)n(-c2ccccc2)c1O	-17
CCN(CC)c1ccc(NC(=O)C(C)Oc2ccc(Cl)cc2Cl)cc1 (centres undefined)	-34
Cc1cccc(N2C(=O)c3cccc4c(N5CCCCC5)ccc(c34)C2=O)c1	2
Clc1ccc(CSc2nc3ncccc3[nH]2)cc1Cl	-18
COc1ccccc1-n1c(/C=C/c2ccco2)nc2ccccc2c1=O	0
CCOc1ccc(/C=N\NC(=O)C2CC(=O)N(c3ccc(C)cc3)C2)cc1 (centres undefined)	-12
COc1ccc(OCC(=O)Nc2cc3oc4ccccc4c3cc2OC)cc1	-26
O=C(N=Nc1c(O)[nH]c(=O)[nH]c1=O)c1cccc([N+](=O)[O-])c1	-26
O=C(Nc1ccc2oc(-c3cccc(Cl)c3Cl)nc2c1)c1ccccc1[N+](=O)[O-]	-9
CCc1c(O)nc(SCC(=O)N2CCOCC2)n(-c2ccccc2C)c1=O	-8
COc1cc(/C=C2/SC(=S)N(CC(=O)O)C2=O)cc([N+](=O)[O-])c1O	-38
CC(=O)Nc1ccc(Cl)c(-c2nc3cc(C)c(C)cc3o2)c1	-30
New compounds follow:
SMILES	DUSP3 inh
COC(=O)c1c(NC(=O)c2ccccc2Cl)sc2c1CCCCCC2	6
COc1cc(/C=N/Nc2ccnc3cc(Cl)ccc23)ccc1O	18
CC1(C)CC(=O)C=C(NNC(=O)Cc2ccccc2)C1	-2
O=C(O)c1c[nH]c2cc(N3CCOCC3)c(F)cc2c1=O	21
C=CCOc1ccc2c(C)cc(=O)oc2c1I	-16
O=C(c1cccc(F)c1)N1CCN(C2CCCCC2)CC1	12
O=C(CCN1C(=O)/C(=C/c2cccs2)SC1=S)Nc1cccnc1	-16
CN1C(=O)/C(=C\c2cccc(OCCOc3ccc(Br)cc3)c2)SC1=S	-39
CSCCC(NC(=O)/C(=C\c1cccc([N+](=O)[O-])c1)NC(=O)c1ccccc1)C(=O)O (centres undefined)	-35
COc1ccc(S(=O)(=O)N(CC(=O)Nc2ccccc2C(F)(F)F)Cc2ccccc2)cc1OC	-14
CCN(CC)C(=S)S/C=C/C(=O)c1ccccc1	-8
Cc1ccc(OC(=O)c2ccc([N+](=O)[O-])cc2)c(/C=C2\Sc3ccccc3C2=O)c1	11
O=C(NC(=S)NNc1nc(-c2ccccc2)cs1)c1cc2ccccc2oc1=O	80
O=c1c2cc(I)ccc2nc(/C=C/c2ccccc2O)n1-c1ccccc1	-11
Cc1cc(-n2cc(C=O)c(-c3ccccc3)n2)nc2ccccc12	-9
C=CCn1cc(C=C2C(=O)NC(=O)NC2=O)c2ccccc21	-13
O=[N+]([O-])c1cccc(CONc2ncnc3nonc23)c1	-6
O=C(Nc1ccc(N2CCOCC2)cc1)c1ccc(Br)cc1	-9
CCOc1cc(C(=S)N2CCOCC2)cc(Br)c1OC(=O)c1ccc(Cl)cc1Cl	5
COCC(C)NCc1cc(OC)c(OC)cc1OC (centres undefined)	-4
COC(=O)c1ccc(C2Nc3ccccc3NC3=C2C(=O)CC(c2ccccc2)C3)cc1 (centres undefined)	-1
O=C(Cn1cc(/C=C2/C(=O)NC(=O)N(c3ccccc3F)C2=O)c2ccccc21)Nc1ccccc1	12
CC(=O)Nc1cccc(NS(=O)(=O)c2ccc([N+](=O)[O-])cc2)c1	-8
CCCNS(=O)(=O)c1ccccc1[N+](=O)[O-]	-21
O=C(CN(c1ccccc1)S(=O)(=O)c1ccccc1)NCc1ccccn1	-22
(continued)
SMILES	DUSP3 inh
CCOC(=O)C1C(=O)CC(O)(c2ccc(Cl)cc2)CC1C=C(Cl)Cl (centres undefined)	-5
CCOC(=O)c1c(NC(=O)c2cccc(F)c2)sc(C(=O)N(CC)CC)c1C	1
COc1cccc(N2C(=O)CC(N3CCN(Cc4ccc5c(c4)OCO5)CC3)C2=O)c1 (centres undefined)	-9
Cc1ccc(C(=O)NCCC(C)C)cc1[N+](=O)[O-]	-6
CCOC(=O)c1c[nH]c2ccc(OC)cc2c1=O	6
O=c1[nH]c(O)c(C=NCc2ccc(Cl)c(Cl)c2)c(=O)[nH]1	-12
Cc1cc(C)n(-c2nc(-c3ccccc3)cc(-c3ccc(F)cc3)n2)n1	6
Cc1cccc(C)c1NC(=O)c1ccc(N(C)S(=O)(=O)c2ccccc2)cc1	-40
CCc1ccc(N2CC(C(=O)Nc3c(CC)cccc3CC)CC2=O)cc1 (centres undefined)	-16
O=C(O)c1cc(C(=O)O)cc(N2C(=O)c3ccc(Oc4cccc([N+](=O)[O-])c4)cc3C2=O)c1	-3
O=C1OC(Nc2cccc3ccccc23)(c2ccccc2)c2ccccc21 (centres undefined)	-4
CCOC(=O)C1=C(C)N=c2s/c(=C\c3ccc(-c4ccccc4C(=O)O)o3)c(=O)n2C1c1cc(OC)ccc1OC (centres undefined)	0
COc1cc(-c2ccc(NCN3C(=O)c4ccccc4C3=O)c(OC)c2)ccc1NCN1C(=O)c2ccccc2C1=O	-10
CS(=O)(=O)N(CC(=O)N1CCCC1)c1ccc(Oc2ccccc2)cc1	6
N=c1sc(Cc2cccc3ccccc23)cn1CC(=O)c1ccccc1	-20
CC(=O)c1cccc(NC(=S)Nc2ccccc2)c1	52
Cc1ccc(/C(O)=C2\C(=O)C(=O)N(CCCC(=O)O)C2c2ccccc2)cc1 (centres undefined)	4
COc1ccc(NC(=O)COc2cccc3ccccc23)cc1Cl	11
COc1ccc(C2(C#N)CCOCC2)cc1OC	-23
CCCCOc1ccc(C(=O)N2CCN(c3cccc(C)c3C)CC2)cc1	5
CCOC(=O)c1c(-n2c(C)cc(/C=C3/SC(N)=NC3=O)c2C)sc2c1CCCC2	11
Cc1ccc(C(=O)NC(NC(=S)Nc2ccccc2Cl)C(Cl)(Cl)Cl)cc1 (centres undefined)	-55
CCCSc1nnc(-c2ccc(Cl)cc2Cl)o1	14
Cc1nc(SCc2ccccc2)c(C#N)c(C)c1C	-9
CN(C)/C=C1\N=C(c2ccccc2)OC1=O	5
(listing goes on)
SMILES	DUSP3 inh
CCSc1nnc2c(n1)OC(C)(C)Nc1ccccc1-2	-41
O=C1NC(=S)N/C1=C/c1cccc(O)c1	-18
COc1ccc(NC(=O)c2c(C)c(-c3ccc(C)cc3)nc3ccccc23)c(OC)c1	6
CCOC(=O)c1c(NC(=O)c2ccc(Cl)cc2Cl)sc(C(=O)Nc2ccccc2F)c1C	5
COc1ccc2c(c1OC)C(=O)N(c1ccccc1Br)C2=O	-3
CCOc1ccc(N(CC(=O)Nc2cccc(Br)c2)S(C)(=O)=O)cc1	-75
O=C1C(=O)N(Cc2cccnc2)C(c2ccccc2)/C1=C(\O)c1ccccc1 (centres undefined)	4
CCOC(=O)c1ccccc1NC(=O)CN(c1cc(OC)ccc1OC)S(C)(=O)=O	-36

Ordered by SMILES length (rising): some entries from above
SMILES	DUSP3 inh
Cc1ccc(SCCc2nnc(N)s2)cc1	18
CC(=O)CC(=O)NC(C)c1ccccc1 (centres undefined)	1
CCc1cccc(NC(=O)Cc2ccccc2)c1	-6
CCCSc1nnc(-c2ccc(Cl)cc2Cl)o1	14
COc1ccc(Cl)cc1C(=O)N(C(C)C)C(C)C	-5
COC(=O)c1sccc1NC(=O)c1ccc(Cl)cc1Cl	-5
CC1(C)CC(=O)C=C(NNC(=O)Cc2ccccc2)C1	-2
CSc1ccc(/C=N/NC(=O)COc2cccc(C)c2)cc1	-5
CC(=O)c1c(O)c(C(C)(C)C)cc(C(C)(C)C)c1O	-23
COc1ccc(N2C(=O)C=CC2=O)c([N+](=O)[O-])c1	59*
O=C1CSC2(C(=O)Nc3ccccc32)N1c1ccc(Cl)c(Cl)c1 (centres undefined)	-18
CN(C)CCOC(=O)CN1C(=O)S/C(=C/c2ccc(Br)cc2)C1=O	23
Cc1ccc(S(=O)(=O)N(c2ccccc2)C2C=CS(=O)(=O)C2)cc1 (centres undefined)	-7
Cc1ccc(C(=O)NC(NC(=S)Nc2ccccc2Cl)C(Cl)(Cl)Cl)cc1 (centres undefined)	-55
O=C1C(=O)N(Cc2cccnc2)C(c2ccccc2)/C1=C(\O)c1ccccc1 (centres undefined)	4
CC(C)OC(=O)C1C(=O)CC(C)(O)C(C(=O)OC(C)C)C1c1cccnc1 (centres undefined)	-36
COC(=O)c1ccc(C2Nc3ccccc3NC3=C2C(=O)CC(c2ccccc2)C3)cc1 (centres undefined)	-1
COc1ccc(-n2c(=O)c3c4c(sc3n3c(SCc5ccccc5)nnc23)CCC4)cc1	-14

Screening results (PubChem)
